Screens: PubChem, Vanderbilt High Throughput Screening Facility
GluA2 TARP mod: modulators of AMPA receptor GluA2-stargazin complexes. O88602+P19491. HEK293 GluA2+stargazin, membrane potential dye (FDSS), glutamate EC50; hits were called plate by plate, in both directions. calls only at 30 µM. actives 3.5% (n = 40,000);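 active = any of four per-well response measures lying three or more SD from its plate-wide compound average, in either direction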
Target sequence (O88602 whole entry, looked up): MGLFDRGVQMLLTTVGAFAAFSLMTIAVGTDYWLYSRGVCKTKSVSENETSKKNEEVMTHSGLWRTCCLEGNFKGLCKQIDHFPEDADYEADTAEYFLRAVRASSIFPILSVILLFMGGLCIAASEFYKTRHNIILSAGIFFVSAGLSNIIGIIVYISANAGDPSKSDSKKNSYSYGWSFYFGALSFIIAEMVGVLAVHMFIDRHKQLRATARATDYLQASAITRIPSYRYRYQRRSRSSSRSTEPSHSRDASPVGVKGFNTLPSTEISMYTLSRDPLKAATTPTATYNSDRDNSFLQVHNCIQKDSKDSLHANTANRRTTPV
Target sequence (P19491 whole entry, looked up): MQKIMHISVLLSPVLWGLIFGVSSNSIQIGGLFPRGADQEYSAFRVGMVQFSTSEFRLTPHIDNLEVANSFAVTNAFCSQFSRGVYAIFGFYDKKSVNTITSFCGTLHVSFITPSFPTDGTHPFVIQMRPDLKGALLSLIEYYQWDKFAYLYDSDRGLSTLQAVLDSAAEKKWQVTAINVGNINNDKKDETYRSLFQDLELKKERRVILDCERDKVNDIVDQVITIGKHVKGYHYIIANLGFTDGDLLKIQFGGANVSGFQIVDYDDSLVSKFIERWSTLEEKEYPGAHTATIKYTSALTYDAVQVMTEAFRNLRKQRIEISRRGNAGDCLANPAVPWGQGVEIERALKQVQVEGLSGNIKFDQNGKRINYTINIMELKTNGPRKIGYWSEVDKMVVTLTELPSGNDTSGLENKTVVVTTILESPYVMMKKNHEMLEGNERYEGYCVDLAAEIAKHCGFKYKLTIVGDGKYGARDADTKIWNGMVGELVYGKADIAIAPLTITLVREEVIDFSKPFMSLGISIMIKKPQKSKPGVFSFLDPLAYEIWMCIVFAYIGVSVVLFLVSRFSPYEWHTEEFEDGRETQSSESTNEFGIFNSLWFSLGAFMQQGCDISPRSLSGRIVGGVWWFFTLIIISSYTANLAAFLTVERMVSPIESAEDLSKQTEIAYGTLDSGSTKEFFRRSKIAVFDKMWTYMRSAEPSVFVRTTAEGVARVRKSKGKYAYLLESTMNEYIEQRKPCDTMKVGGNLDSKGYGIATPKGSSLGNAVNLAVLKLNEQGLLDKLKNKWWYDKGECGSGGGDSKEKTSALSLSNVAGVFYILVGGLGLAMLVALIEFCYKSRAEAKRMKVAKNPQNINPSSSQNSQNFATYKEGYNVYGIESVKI
GluA2 TARP mod agonism max-min: also measured in GluA2 TARP mod; calls as there; compound max-min signal; compound-alone response (agonism);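 unitless range of fluorescence divided by baseline over first 100 seconds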
GluA2 TARP mod glutamate slope: recorded beside GluA2 TARP mod, whose call it bears; glutamate slope, % of max; measured here: glutamate response slope, % max;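 scaled per plate between vehicle wells and maximal 1 mM glutamate control wells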
An asterisk follows results filed as active; i = inactive; & = joins results of further samples. A portion of the library (hit frequency here may not be typical).

Compound	GluA2 TARP mod	GluA2 TARP mod agonism max-min	GluA2 TARP mod glutamate slope
COCC(=O)Nc1ccc(N2CCCC2=O)c(OC)c1	i	0.094	43
COc1ccc(-c2ccc(=O)n(CCCC(=O)NC3CCCC3)n2)cc1OC	i	0.07	42
O=C(Cn1cc(-c2nc(-c3cccs3)no2)ccc1=O)Nc1ccccc1C(F)(F)F	i	0.15	60
CS(=O)(=O)N1CCC(CNC(=O)NCc2cccs2)CC1	i	0.077	64
O=c1ccc2ccc(OCc3ccc(F)cc3)cc2o1	i	0.083	65
Cc1cncn(CC(=O)NCCc2ccc(S(N)(=O)=O)cc2)c1=O	i	0.099	64
CCNC(=O)CSc1nc(-c2ccccc2)c(NC(=O)c2cccs2)s1	i	0.07	53
O=C(CC(C(=O)O)N1CCNCC1)Nc1cccc(Cl)c1 (centres undefined)	i	0.081	77
C=CCn1c(SCc2nc(-c3ccc(C(F)(F)F)cc3)no2)nc2cc3c(cc2c1=O)OCO3	i	0.086	43
C#CCn1c(=NC(=O)c2cc(C)no2)sc2c(OC)ccc(OC)c21	i	0.11	55
CCN1C(SCC(=O)Nc2cccc(Cl)c2C)=NS(=O)(=O)c2ccccc21	i	0.061	66
COc1ccc(CNc2oc(-c3ccc(S(=O)(=O)N4CCCCCC4)cc3)nc2C#N)cc1	i	0.12	67
CS(=O)(=O)N1CCC(CNC(=O)c2cccc(Cl)c2)CC1	i	0.063	39
CN(C)CCNC(=O)C(=O)Nc1cccc(N2CCCC2=O)c1	i	0.061	60
COc1ccc(C(=O)NCCC2=CCCCC2)cc1	i	0.03	28
CCCn1c(-n2nc(CC)cc2CC)nc2c1c(=O)n(CC(=O)OC)c(=O)n2C	i	0.069	67
COc1ccc(S(=O)(=O)Nc2ccc(N3CCCC3=O)cc2)cc1OC	i	0.046	57
COCCn1c(-n2nc(C)cc2C)nc2c1c(=O)n(CC(=O)OC)c(=O)n2C	i	0.047	47
O=C(NCCn1ncc2c(N3CCN(c4ccccc4)CC3)ncnc21)c1cccc(Cl)c1	i	0.058	45
O=C(O)c1cc2cc(Br)ccc2oc1=O	i	0.077	50
COC(=O)Cn1c(=O)c2c(nc3n(-c4cccc(C)c4)c(C)c(C)n23)n(C)c1=O	i	0.11	65
NC(=O)CCc1csc2nc(-c3ccc(Cl)cc3)cn12	i	0.2	69
O=c1oc(-c2cccnc2)nc2ccc(Br)cc12	i	0.11	75
COc1ccccc1N1CCN(C(=O)Cc2cc(-c3ccc4c(c3)OCCO4)on2)CC1	i	0.042	38
CCCNC(=O)Cn1nc2c(c1NC(=O)c1ccc(C)c(C)c1)CSC2	i	0.098	55
CC(C)(C)c1ccc(NC(=O)N2CCN(Cc3nc(-c4ccco4)cs3)CC2)cc1	i	0.15	51
N#Cc1ccc(Cl)cc1NC(=O)C(=O)N1CCN(c2ccccc2F)CC1	i	0.083	60
CC(C)(C)C(=O)Nc1nnc(Cc2cccs2)o1	i	0.071	48
O=C(CCC1CCCCC1)NCCn1ncc2c(N3CCCCCC3)ncnc21	i	0.041	48
CCN(CC)S(=O)(=O)c1cc(C)ccc1NC(=O)c1cc2c(=O)n3ccccc3nc2s1	i	0.16	63
CC(C)NC(=O)Nc1nc2c(s1)CN(C(=O)OC(C)(C)C)CC2	i	0.047	56
CCCC(CCC)C(=O)Nn1cnc2c(cnn2C(C)(C)C)c1=O	i	0.028	45
Cc1cc(C)nc(SCC(=O)c2ccc(C(C)C)cc2)n1	i	0.04	47
O=C(NCc1cccs1)C(=O)NCC1CCN(C(=O)/C=C/c2ccco2)CC1	i	0.1	60
Cc1cc(C)c(S(=O)(=O)N2CCN(c3ccc(Nc4ccncc4)nn3)CC2)cc1C	i	0.32	38
NC(=O)C1CCN(C(=O)Cc2csc(Nc3ccccc3)n2)CC1	i	0.091	63
O=C1CN(c2ccccc2NC(=O)Cn2cccn2)CCN1	i	0.11	68
O=C(NCCS(=O)(=O)N1CCN(Cc2ccccc2)CC1)c1ccco1	i	0.051	42
CCN1CCN(Cc2ccc3cccnc3c2O)CC1	i	0.059	44
COc1ccc(C)c2sc(N3CCN(C(=O)c4ccno4)CC3)nc12	i	0.1	42
O=C(Cc1csc(Nc2cccc(C(F)(F)F)c2)n1)Nc1ccc2c(c1)OCO2	i	0.14	54
Cc1ccc(S(=O)(=O)N2CCC(C(=O)Nc3cccc(-c4nc5ccccc5o4)c3)CC2)cc1	i	0.1	46
O=C(NCCC(O)c1ccco1)C(=O)Nc1cc2c3c(c1)CC(=O)N3CCC2 (centres undefined)	i	0.091	56
CC(C)c1cccc(C(C)C)c1NC(=O)c1ccco1	i	0.059	69
CCc1ccc(S(=O)(=O)N2CCN(c3ccc4nncn4n3)CC2)cc1	i	0.084	43
Cc1[nH]c(=O)[nH]c(=O)c1CC(=O)NCCn1nc(-c2ccco2)ccc1=O	i	0.16	77
COc1ccccc1/C=C1\SC(=O)N(c2ccccc2)C1=O	i	0.081	54
Cc1ccc(NC(=O)C(=O)NCCC(c2ccccc2)c2ccccc2)c([N+](=O)[O-])c1	i	0.1	60
CCc1nc2sc(C(c3ccc(F)cc3)N3CCN(Cc4ccccc4)CC3)c(O)n2n1 (centres undefined)	i	0.096	16
O=C(CCCn1c(=S)[nH]c2ccc(Br)cc2c1=O)NCc1ccccc1Cl	i	0.083&0.034	49&100
CCOc1ccc(-c2ccc(OCCNS(=O)(=O)c3cc(F)ccc3F)nn2)cc1	i	0.039	68
Cn1ccnc1N1CCN(C(=O)CN2C(=O)CCC2=O)CC1	i	0.049	30
CC(C)(C)c1csc(CN2CCN(S(=O)(=O)c3ccc(F)cc3)CC2)n1	i	0.12	58
COc1ccc(C(CNS(=O)(=O)c2ccc(C)cc2)N2CCN(C)CC2)cc1 (centres undefined)	i	0.043	51
COc1ccc(CNC(=O)C(=O)NCC2COC3(CCCCC3)O2)cc1 (centres undefined)	i	0.084	58
O=C(Nc1nc(-c2nc3ccccc3s2)cs1)c1cc2ccccc2o1	i	0.092	57
COc1cc(S(=O)(=O)N2CCN=C2c2ccccc2)c(OC)cc1Cl	i	0.079	56
COc1cc(/C=C2\Oc3cc(OCC(=O)OC(C)(C)C)ccc3C2=O)cc(OC)c1OC	i	0.076	56
COc1ccc(-n2nnnc2SC(C)C(=O)Nc2ccc(C)c(C)c2)cc1 (centres undefined)	i	0.059	54
O=C(NCC1CCN(S(=O)(=O)C2CC2)CC1)c1ccccc1C(F)(F)F	i	0.064	49

Next structures follow.
Compound	GluA2 TARP mod	GluA2 TARP mod agonism max-min	GluA2 TARP mod glutamate slope
CC(O)(CNC(=O)C(=O)NCc1ccc2c(c1)OCO2)c1ccc(-c2ccccc2)cc1 (centres undefined)	i	0.11	52
CCOC(=O)COc1ccc(C23CC4CC(CC(C4)C2)C3)cc1	i	0.029	53
Cc1cccc(NC(=O)CSc2nc3ccccc3c(=O)n2Cc2ccc(C(=O)NC3CC3)cc2)c1	i	0.1	84
COc1cccc(-c2nc(COC(=O)c3nnn(-c4cccc(SC)c4)c3C)c(C)o2)c1OC	i	0.041	61
O=C(CSCc1ccccc1)Nc1ccccc1F	i	0.1	37
O=C(Nc1nc(-c2ccco2)cs1)C1CCCN(c2ccc(-n3ccnc3)nn2)C1 (centres undefined)	i	0.049	52
O=C(Cc1cc(-c2ccc3c(c2)OCO3)on1)NCCc1ccccc1	i	0.037	47
Cn1cc(C(=O)N2CCCC2)cc(NC(=O)c2cc3ccccc3o2)c1=O	i	0.14	50
Cc1ccc(N2CCN(C(=O)Cc3ccccc3)CC2)nn1	i	0.14	57
CCOc1ccc(S(=O)(=O)Nc2ccc3c(c2)CCC(=O)N3Cc2ccccc2)cc1	i	0.079	43
CN(C)CCNC(=O)C(=O)Nc1c2c(nn1C(C)(C)C)CSC2	i	0.045	58
Cc1ccc(CNc2nc3c(c(=O)n(C)c(=O)n3C)n2CC(N)=O)cc1	i	0.073	58
COc1ccc(N2CCN(C(CNC(=O)C(=O)NCCc3ccc(S(N)(=O)=O)cc3)c3ccco3)CC2)cc1 (centres undefined)	i	0.13	67
CCn1c(SCC(=O)NCc2ccco2)nc2c(c1=O)SC(C)C2 (centres undefined)	i	0.032	52
Cc1ccc(NC(=O)C(=O)NCCN2CCOCC2)cc1C	i	0.029	50
CCOC(=O)C1CCCN(C(=O)CCc2c(C)nn(-c3nc(C)c(C)c(=O)[nH]3)c2C)C1 (centres undefined)	i	0.14	56
O=C(NCCn1nc(-c2ccco2)ccc1=O)NC1CCCCC1	i	0.014	33
COc1ccc(CC(=O)Nc2nc(C)c(C(C)=O)s2)cc1	i	0.085	59
CC(c1ccccc1)N1CC(CO)(CO)C1 (centres undefined)	i	0.031	28
Cc1ccc([N+](=O)[O-])cc1NC(=O)C(=O)NCCO	i	0.15	66
COc1ccc(CCS(=O)(=O)Nc2ccc3c(c2)N(C(=O)c2cccs2)CC3)cc1	i	0.053	65
O=C(Cc1ccc(NS(=O)(=O)c2ccc3c(c2)CCCC3)cc1)NC1CC1	i	0.056	25
CC(=O)Cn1c(=O)c2c(nc3n(-c4ccc(C)cc4)c(C)c(C)n23)n(C)c1=O	i	0.14	64
Cc1cc(C)c(C#N)c(SCc2cc3c(cc2Cl)OCO3)n1	i	0.084	52
COCCn1c(=O)c2c(nc3n(-c4cccc(C)c4)c(C)c(C)n23)n(C)c1=O	i	0.11	43
Cc1cc(NC(=O)C2CCCC2)ccc1N1CCCCC1=O	i	0.092	53
COC(=O)Cn1c(=O)c2c(nc3n(-c4ccc(C)cc4)c(C)c(C)n23)n(C)c1=O	i	0.1	45
O=C(CS(=O)(=O)c1cccs1)Nc1ccc2c(c1)OCCO2	i	0.076	39
CN(C)S(=O)(=O)N1CCN(C(=O)c2cnn3ccccc23)CC1	i	0.091	55
COc1ccccc1NC(=O)N1CCC(CNC(=O)c2cc(C)oc2C)CC1	i	0.05	28
Cc1ccsc1C(O)CNC(=O)C(=O)Nc1ccc2c(c1)OCO2 (centres undefined)	i	0.11	42
CC(=O)c1sc(NC(=O)c2ccc(S(=O)(=O)C(C)C)cc2)nc1-c1ccccc1	i	0.095	46
COc1ccc(N2CCN(S(=O)(=O)CCNS(=O)(=O)c3ccccc3)CC2)cc1	i	0.12	61
O=C(NCCOc1ccc(-c2cccs2)nn1)c1ccc(S(=O)(=O)N2CCCC2)cc1	i	0.031	51
O=C(Cn1nc2c(c1NC(=O)c1cnccn1)CSC2)NCC1CCCO1 (centres undefined)	i	0.13	52
Cc1ccc(-c2noc(-c3cn(CC(=O)NCc4ccc(Cl)cc4)c4nc(C)ccc4c3=O)n2)cc1	i	0.043	19
CCN(CC)c1nc2c(c(=O)n(C)c(=O)n2C)n1CCCOc1ccccc1	i	0.091	51
COc1cc(S(=O)(=O)NCc2cccnc2)c(OC)cc1Br	i	0.072	53
CC(C)c1ccc(NC(=O)CSc2ncc(S(=O)(=O)c3ccc(Cl)s3)c(N)n2)cc1	i	0.14	56
CCOc1ccc(-n2nnnc2CN2CCN(S(=O)(=O)N(C)C)CC2)cc1	i	0.098	80
O=C(N1CCCCC1)N1CCN(S(=O)(=O)c2ccc(F)cc2)CC1	i	0.081	73
COc1ccc(-c2ccc(=O)n(CCNS(=O)(=O)c3cc(C)c(OC)c(C)c3C)n2)cc1	i	0.061	69
O=c1c2ccccc2nc(SCc2nc(-c3cccc(Br)c3)no2)n1Cc1ccco1	i	0.099	63
O=C(CCn1nnc2ccccc2c1=O)NCCn1ncccc1=O	i	0.12	49
O=C(CCC1CCCCC1)Nn1cnc2c(cnn2-c2ccccc2)c1=O	i	0.043	42
COc1cccc(OCC(=O)N2CCN(c3ncnc4c3nnn4-c3cccc(OC)c3)CC2)c1	i	0.042	59

Structures from the list above containing a thiophene ring, fused or not:
Compound	GluA2 TARP mod	GluA2 TARP mod agonism max-min	GluA2 TARP mod glutamate slope
O=C(Cn1cc(-c2nc(-c3cccs3)no2)ccc1=O)Nc1ccccc1C(F)(F)F	i	0.15	60
CS(=O)(=O)N1CCC(CNC(=O)NCc2cccs2)CC1	i	0.077	64
CCNC(=O)CSc1nc(-c2ccccc2)c(NC(=O)c2cccs2)s1	i	0.07	53
CC(C)(C)C(=O)Nc1nnc(Cc2cccs2)o1	i	0.071	48
CCN(CC)S(=O)(=O)c1cc(C)ccc1NC(=O)c1cc2c(=O)n3ccccc3nc2s1	i	0.16	63
O=C(NCc1cccs1)C(=O)NCC1CCN(C(=O)/C=C/c2ccco2)CC1	i	0.1	60
COc1ccc(CCS(=O)(=O)Nc2ccc3c(c2)N(C(=O)c2cccs2)CC3)cc1	i	0.053	65
O=C(CS(=O)(=O)c1cccs1)Nc1ccc2c(c1)OCCO2	i	0.076	39
Cc1ccsc1C(O)CNC(=O)C(=O)Nc1ccc2c(c1)OCO2 (centres undefined)	i	0.11	42
O=C(NCCOc1ccc(-c2cccs2)nn1)c1ccc(S(=O)(=O)N2CCCC2)cc1	i	0.031	51
CC(C)c1ccc(NC(=O)CSc2ncc(S(=O)(=O)c3ccc(Cl)s3)c(N)n2)cc1	i	0.14	56
